tim10-1 inh: growth inhibitors of tim10-1 mutant yeast, primary screen, luminescence, uHTS | 2.2% of 330,000 active | inhibition, % at 20 µM | AID 463190, 2010 | S. cerevisiae tim10-1 ts strain growth, BacTiter-Glo, 24 h;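 active = inhibition of at least 40%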;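 note: mutant grown at 25 °C; 0% = DMSO wells with yeast and 100% = wells holding no yeast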
hIAP block: human IAP inhibitors, primary screen, biochemical, luminescence, uHTS; purified IAP, CDP-Star luminescence, 30 min; 0.12% of 330,000 active; AID 2544, 2010; inhibition, % at 10 µM; Intestinal-type alkaline phosphatase (Homo sapiens), P09923;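 active = inhibition reaching a set limit with compound at 10 µM in the primary screen, cut at about 35% in these data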;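 note: plate controls were DMSO wells with enzyme for no effect and no-enzyme buffer wells for full effect; values of inactives mirror those of a sister screen read the other way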
Target sequence (P09923 whole entry, looked up): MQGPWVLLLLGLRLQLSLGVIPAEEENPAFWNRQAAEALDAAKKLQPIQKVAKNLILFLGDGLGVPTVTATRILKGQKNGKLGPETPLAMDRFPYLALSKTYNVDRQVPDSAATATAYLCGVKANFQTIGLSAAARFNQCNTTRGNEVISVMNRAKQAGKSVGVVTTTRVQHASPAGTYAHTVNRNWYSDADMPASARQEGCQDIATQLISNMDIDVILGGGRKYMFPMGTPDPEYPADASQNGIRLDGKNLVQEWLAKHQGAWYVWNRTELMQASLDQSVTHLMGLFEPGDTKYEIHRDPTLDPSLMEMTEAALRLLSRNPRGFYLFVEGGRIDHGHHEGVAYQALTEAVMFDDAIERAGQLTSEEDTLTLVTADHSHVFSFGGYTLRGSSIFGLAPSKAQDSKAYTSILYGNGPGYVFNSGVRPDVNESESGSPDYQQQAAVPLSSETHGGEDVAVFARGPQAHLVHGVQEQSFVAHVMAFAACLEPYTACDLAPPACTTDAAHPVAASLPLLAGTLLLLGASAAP
mIAP act: activators of mouse IAP, primary screen, biochemical, luminescence, uHTS. intestinal alkaline phosphatase [Mus musculus]. 0.24% of 330,000 active. AID 2805, 2010. activation factor at 10 µM. muIAP, CDP-Star luminescence, 30 min; hits give high values; 1 = vehicle-only enzyme signal, 0 = enzyme-free wells;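 active = activation factor of at least 2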; note: the source names both 10 and 20 µM as test concentration; values of inactives mirror those of a sister screen read the other way
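Assay system: mouse IAP enzyme / Compound: DMSO-dissolved test compounds / Timing: 30 min, room temperature / Measured by: luminescence from enzymatic CDP-Star hydrolysis / Control set: DMSO-only wells, enzyme-free buffer wells as negative control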
ATG4B inh: ATG4B protease inhibitors, primary screen, biochemical, fluorescence, uHTS | ATG4B cleavage of LC3-PLA2, NBD-HPC fluorescence, 1 h | inhibition, % at 8.33 µM | 0.51% of 340,000 active; in the data active = inhibition above about 40%
Target sequence (Q9Y4P1 whole entry, looked up): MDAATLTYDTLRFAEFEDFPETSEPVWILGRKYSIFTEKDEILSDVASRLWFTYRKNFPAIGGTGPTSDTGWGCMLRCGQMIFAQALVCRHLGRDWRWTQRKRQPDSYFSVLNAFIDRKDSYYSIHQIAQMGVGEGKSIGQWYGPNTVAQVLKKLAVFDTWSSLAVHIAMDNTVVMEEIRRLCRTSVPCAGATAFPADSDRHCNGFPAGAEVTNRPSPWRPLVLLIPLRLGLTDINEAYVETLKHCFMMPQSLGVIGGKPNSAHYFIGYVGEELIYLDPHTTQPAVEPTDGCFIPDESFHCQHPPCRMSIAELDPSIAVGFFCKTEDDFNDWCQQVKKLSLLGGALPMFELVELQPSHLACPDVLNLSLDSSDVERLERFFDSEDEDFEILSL
hIAP activ: human IAP activators, primary screen, biochemical, luminescence, uHTS | purified human IAP, CDP-Star luminescence, 30 min; hits give high values; 1 = vehicle-only enzyme, 0 = enzyme-free background | Intestinal-type alkaline phosphatase (Homo sapiens), P09923 | 0.16% of 330,000 active | activation factor at 10 µM;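 active = activation factor of the enzyme at least 2-fold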; note: the source names both 10 and 20 µM as test concentration; values of inactives mirror those of a sister screen read the other way
mIAP block: inhibitors of mouse IAP, primary screen, biochemical, luminescence, uHTS; intestinal alkaline phosphatase [Mus musculus]; purified mouse IAP, CDP-Star luminescence, 30 min; inhibition, % at 10 µM; 0.2% of 330,000 active;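 active = inhibition of at least 40% at 10 µM in the primary screen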;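 note: plate controls were DMSO with enzyme for no effect and no enzyme wells for full effect; values of inactives mirror those of a sister screen read the other way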
Apaf1 inhib: inhibitors of human Apaf-1 apoptosome, primary screen, biochemical, DEVD-Rh110 fluorescence, uHTS | 0.71% of 330,000 active | Apoptotic protease-activating factor 1 (Homo sapiens), O14727 | reconstituted apoptosome caspase-3 activity | AID 489030, 2010 | inhibition, % at 20 µM; active = inhibition of at least 40% at 20 µM;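 note: plate controls were DMSO wells for no effect and DEVD-CHO caspase inhibitor wells for full effect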
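Material: cell-free apoptosome with Apaf-1, procaspase-3 and caspase-9; Buffer or medium: Hepes pH 7.5 with detergent and BSA; Reagent: cytochrome c trigger plus (Z-DEVD)2-Rh110 caspase-3 substrate; Times: compound with Apaf-1, dATP, procaspase-3 30 min, then 50 min reaction, room temperature; Technique: Rh110 fluorescence intensity.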
NALP3 yeast inh: NALP3 inflammasome inhibitors in reconstituted yeast, primary screen, luminescence, uHTS. inhibition, % at 10 µM. Yeast reconstituted NLRP3/ASC/caspase-1, beta-gal luminescence, 24 h. 0.39% of 330,000 active;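 active = inhibition of 50% or more; inactive = inhibition below 50%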;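 note: plate controls were induced DMSO wells for no effect and uninduced yeast grown without galactose for full effect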
TIM10 inh: growth inhibitors of isogenic TIM10 control yeast, primary screen, counter-screen for tim10-1 yeast inhibitor project, luminescence, uHTS | S. cerevisiae TIM10 strain growth, BacTiter-Glo luminescence, 24 h | inhibition, % at 10 µM | 1.4% of 330,000 active | AID 463195, 2010;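 active = inhibition of 40% or more at the single tested concentration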;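 note: wild-type TIM10 isogenic control strain grown at permissive 25 °C; 0% = DMSO yeast wells and 100% = minimal medium wells without yeast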
Numbers without * were called inactive; . = not tested or not shown.

canonical_smiles	tim10-1 inh	hIAP block	mIAP act	ATG4B inh	hIAP activ	mIAP block	Apaf1 inhib	NALP3 yeast inh	TIM10 inh
CSCc1ccc(C(=O)N2CCCC(Nc3ccc(F)cc3)C2)o1 (centres undefined)	18	5	0.95	8	0.95	4	16	18	-3
Cc1cccc(Cn2c(N(C)CCO)nc3c2c(=O)[nH]c(=O)n3C)c1	3	13	0.93	-6	0.87	7	-6	-1	3
O=C(COC(=O)COc1ccccc1)NCc1ccco1	-3	-1	0.99	-8	1	1	2	-4	0
COC(=O)CN(C#N)c1nc(SC)nc(N(C)C)n1	-29	13	0.98	1	0.87	2	-13	5	-11
Cc1ccc(S(=O)(=O)CCC(=O)OC2CC(C)OC2=O)cc1 (centres undefined)	1	-3	1	5	1	-1	-12	0	-4
COc1ccc(CN2CCNC(=O)C2CC(=O)N2CCCO2)c(OC)c1 (centres undefined)	6	-11	0.87	-15	1.1	13	-3	4	7
CCOc1ccc(NCc2cc3c(C(C)(C)C)nn(-c4ccccc4)c3[nH]c2=O)cc1	22	5	0.93	22	0.95	7	23	46	32
CC1CC(C)CN(C(=O)CSc2ncnc3sccc23)C1 (centres undefined)	16	1	1.1	4	0.99	-11	9	16	2
Cc1ccc(CCNC(=O)CCSCc2ccc(Cl)cc2)cc1	14	5	1.3	3	0.95	-32	0	12	14
CN1C(C(=O)NCc2cccc(C(F)(F)F)c2)CC2Cn3c(nc4cc5ccccc5cc43)C21 (centres undefined)	16	14	1.2	2	0.86	-23	12	17	5
CCOC(=O)CCn1c2nc(C)cc(C)c2c(=O)n1-c1ccccc1	34	2	1.1	-12	0.98	-5	-4	11	-15
CCCCNC(=O)c1ccccc1NC(=O)CCSc1ccccc1	14	-3	1	-1	1	-2	1	10	12
Cc1ccc(S(=O)(=O)N(C)C[C@H]2Oc3ccc(NC(=O)Nc4c(C)noc4C)cc3CC(=O)N([C@@H](C)CO)C[C@@H]2C)cc1	4	-15	1.2	-6	1.1	-22	1	17	11
CCN1CCN(C(=O)C2CCC(CNS(=O)(=O)c3ccc(NC(C)=O)cc3)CC2)CC1 (centres undefined)	16	-28	0.98	-3	1.3	2	1	4	1
CCOc1ccc(NS(=O)(=O)c2ccc(C(=O)N3CCCCCC3)cc2)cc1	19	12	1.1	0	0.89	-5	21	8	10
N#CC(C#N)=C1CCc2ccccc2N1	10	10	1.1	-11	0.9	-6	-1	4	4
Cc1ccccc1N/C(SCc1cccc(Br)c1)=C(/C#N)C(N)=O	26	16	0.97	21	0.84	3	10	6	-18
CCNS(=O)(=O)c1ccc(CCC(=O)NCc2cccnc2)cc1	-13	-6	0.96	4	1.1	4	-15	14	-4
Cc1cc(C(=O)OCC(=O)Nc2ccc(S(N)(=O)=O)cc2)c2ccccc2n1	17	9	1.1	-6	0.91	-7	6	5	20
CSc1ccc(NC(=O)Nc2cccn(Cc3ccccc3)c2=O)cc1	-1	10	1	5	0.9	0	24	7	30
CC1CCN(CCOCCOc2ccccc2-c2ccccc2)CC1	15	11	0.99	10	0.89	1	0	19	19
Cc1ccc(OCc2cc(C(=O)N3CCN(CC(=O)NC(C)C)CC3)no2)cn1	13	-17	0.93	-3	1.2	7	-1	12	-6
CSCc1ccc(C(=O)Nc2cc(C)cc(C)c2)cc1	25	7	1	9	0.93	-2	10	36	31
COc1ccc(OC)c(NC(=O)CSc2ncccc2C(=O)O)c1	-3	-3	0.95	-11	1	5	-10	20	-8
Cc1cc(C)n(CC(C)NC(=O)CCc2nnc(CCc3ccccc3)o2)n1 (centres undefined)	7	3	0.89	2	0.97	11	-22	-1	1

Next section; it opens with the 3 that closed the last part.
canonical_smiles	tim10-1 inh	hIAP block	mIAP act	ATG4B inh	hIAP activ	mIAP block	Apaf1 inhib	NALP3 yeast inh	TIM10 inh
CSCc1ccc(C(=O)Nc2cc(C)cc(C)c2)cc1	25	7	1	9	0.93	-2	10	36	31
COc1ccc(OC)c(NC(=O)CSc2ncccc2C(=O)O)c1	-3	-3	0.95	-11	1	5	-10	20	-8
Cc1cc(C)n(CC(C)NC(=O)CCc2nnc(CCc3ccccc3)o2)n1 (centres undefined)	7	3	0.89	2	0.97	11	-22	-1	1
COc1ccc(S(=O)(=O)CCC(=O)N2CCN(c3cccc(Cl)c3)CC2)cc1	19	23	0.95	-8	0.77	4	11	8	10
CCOCCCN(C(=O)CNC(=O)c1ccco1)C(C(=O)NC1CCCC1)c1ccccc1C (centres undefined)	12	-9	1	-1	1.1	-3	2	11	-10
CCOc1ccc(C2CC(c3ccc(F)cc3)Nc3nc(N)nn32)cc1 (centres undefined)	19	0	0.98	0	1	2	2	-6	2
Nc1ncc(N=Nc2cc(C(=O)O)ccc2Cl)s1	5	-8	0.74	13	1.1	26	11	27	10
COc1ccc(N(C)S(=O)(=O)c2c(C)[nH]c(=O)[nH]c2=O)c(OC)c1	-3	-24	1.1	-2	1.2	-9	12	6	-1
CC(=O)Nc1ccc(S(=O)(=O)N2CCSC2c2ccccc2)cc1 (centres undefined)	21	0	1	14	1	-3	16	-2	23
Cc1nn(-c2ccccc2)c2sc(C(=O)NNC(=O)COc3cccc4ccccc34)cc12	3	-73	1.1	-12	1.7	-9	2	2	2
OC[C@@H]1[C@@H](c2ccc(F)cc2)C(c2ccccc2)=NN1c1ccccc1	16	.	1.8	3	.	-80	20	.	18
O=C(Nc1ccc(O)cc1)c1ccc(C(=O)c2ccccc2)o1	0	2	0.9	-6	0.98	10	-2	8	30
CCN(CCn1cccn1)C(=O)CC1C(=O)NCCN1Cc1cccc(OC)c1OC (centres undefined)	-1	-9	1	7	1.1	-5	4	23	9
Nc1nonc1-c1nc2ccccc2n1Cc1ccc(Cl)cc1	-4	0	0.96	1	0.99	4	7	20	2
CCC(C)(C)c1ccc(OCC(=O)N(C)C)c(C(C)(C)CC)c1	23	11	0.95	15	0.89	4	56*	12	8
CCN(CC)c1ccc(-n2c(C)c(C(C)=O)c(C(C)=O)c2C)cc1	37	3	1	-16	0.97	-3	11	9	44*
Cc1cc(C(C)(C)C)cc(C)c1S(=O)(=O)N1CC(=O)Nc2ccccc21	8	-2	1.1	-10	1	-11	-15	-4	3
COc1cc(/C=C(/NC(C)=O)C(=O)O)cc(Cl)c1OCc1ccc(Br)cc1	0	-5	0.93	0	1	7	-17	4	1
CCOC(=O)c1c(C)n(C)c2ccc(OCC(O)Cn3nc(C)c(Br)c3C)cc12 (centres undefined)	27	-13	0.91	-4	1.1	9	30	14	27
CC(=O)Nc1nnc(SCc2ccccc2F)s1	24	14	0.99	-9	0.86	0	-5	16	16
Cc1cc2cc(CCNC(=O)c3ccc(S(=O)(=O)N4CCOCC4)cc3)c(=O)[nH]c2cc1C	-2	-22	1	-13	1.2	-2	8	-3	-2
CCCOc1ccc(CCC(=O)N/N=C/c2ccncc2)cc1	25	-3	1	-5	1	-2	1	9	18
Nn1c(SCC(=O)Nc2c(F)cc(F)cc2Br)nnc1C1CCCCC1	9	6	0.98	-5	0.94	2	3	-7	7
Cc1ccc(-c2nnc(NCc3ccccc3)c3ccccc23)cc1	22	-4	0.97	6	1	3	12	13	30
COc1ccc(NC(=S)N(CCCN2CCCCC2)Cc2cccs2)cc1	22	1	0.75	-3	0.99	25	-3	20	-17
COc1ccc(-c2c(-c3ccc(S(C)(=O)=O)cc3)sc3ccc(OC)cc23)cc1	15	0	0.94	-8	1	6	14	5	16
CCCc1ccc(OCCNC(=O)C2CCCCC2)cc1	13	8	1	3	0.92	0	2	31	-15
C=CC[C@H](CC(=O)N(CCO)Cc1ccccc1)C(=O)N[C@H](COC(=O)[C@@H](CC=C)CC(=O)OC(C)(C)C)Cc1ccccc1	13	13	1.1	14	0.87	-10	29	14	13

An excerpt from above in order of molecular weight, low to high:
canonical_smiles	tim10-1 inh	hIAP block	mIAP act	ATG4B inh	hIAP activ	mIAP block	Apaf1 inhib	NALP3 yeast inh	TIM10 inh
O=C(Nc1ccc(O)cc1)c1ccc(C(=O)c2ccccc2)o1	0	2	0.9	-6	0.98	10	-2	8	30
COc1ccc(N(C)S(=O)(=O)c2c(C)[nH]c(=O)[nH]c2=O)c(OC)c1	-3	-24	1.1	-2	1.2	-9	12	6	-1
CC(=O)Nc1ccc(S(=O)(=O)N2CCSC2c2ccccc2)cc1 (centres undefined)	21	0	1	14	1	-3	16	-2	23

Other results
Results follow in this order: tim10-1 inh	hIAP block	mIAP act	ATG4B inh	hIAP activ	mIAP block	Apaf1 inhib	NALP3 yeast inh	TIM10 inh
Cc1cccc(CN2C(=O)N/C(=C/c3cc(C)n(-c4ccccn4)c3C)C2=O)c1
  27	-1	0.94	-8	1	6	12	4	3
CC[C@]12c3[nH]c4ccc(OC)cc4c3CCN1C(=O)C(CC(=O)NC/C=C(\C)CCC=C(C)C)C[C@@H]2C(=O)N1CCN(C(=O)C2CC2)CC1 (some centres undefined)
  12	.	1.1	.	.	-13	30	.	-4
CCOc1ccc(-c2nnc3sc(COc4ccc(Cl)cc4)nn23)cc1
  16	21	0.94	-3	0.79	6	9	2	0
Fc1ccc(NC(=S)NCc2ccccn2)cc1
  1	6	0.98	2	0.94	2	-6	29	8
NCCSC1CC(=O)N(c2ccc(F)cc2)C1=O (centres undefined)
  -10	-6	1.1	-2	1.1	-7	-11	11	-7
COc1ccc(N2CCN(c3ccc(N4C(=O)COCC4=O)cc3[N+](=O)[O-])CC2)cc1
  5	21	0.97	-6	0.79	3	6	11	9
Cc1cc(NC(=O)COC(=O)C2CC2)ccc1Br
  -4	2	1.2	-4	0.98	-15	8	25	-5
Cc1ccc(-c2cc(-c3cccc(F)c3)n[nH]2)c(O)c1
  58*	-47	0.96	9	1.5	4	9	25	48*
